ASM inhibitor = inhibitors of human secretory acid sphingomyelinase; P17405; placental ASM, HMU-PC fluorogenic substrate, 60 min; Potency, µM (highest dose often 57.5 µM), for inactives: at the highest dose activity change, negative = inhibition, hits mostly inhibitors; 340,000 compounds, 0.006% hits; note: potency is the fitted concentration of half-maximal effect
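Human placenta-derived ASM enzyme was preincubated with compound for 10 minutes at room temperature, then given fluorogenic substrate HMU-PC0 (9 uM final) for 60 minutes at 37 °C; a pH 10 stop preceded fluorescence reading at Ex 386/Em 447 nm.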
TSG101-PTAP inh = blocks PTAP/TSG101 interaction to inhibit HIV-1 budding. 340,000 tested, under 10 active. Potency, µM (top dose mostly 115 µM), for inactives: at the top dose activity change, negative = inhibition, hits mostly inhibitors. Fluorescence polarization, FITC-PTAP peptide / Tsg101 binding; active = well fitted inhibition curve with a large enough effect in the main read-out, with a control signal flat, not every such curve was filed as active; inconclusive = small, poorly fitted or top-dose-only effect, or effect the other way, or a change in a side signal; inactive = no such curve, though single readings can be large or run the other way; note: potency is the fitted concentration of half-maximal effect; % of control where 0% means no effect
Target sequence (Q99816 whole entry, looked up): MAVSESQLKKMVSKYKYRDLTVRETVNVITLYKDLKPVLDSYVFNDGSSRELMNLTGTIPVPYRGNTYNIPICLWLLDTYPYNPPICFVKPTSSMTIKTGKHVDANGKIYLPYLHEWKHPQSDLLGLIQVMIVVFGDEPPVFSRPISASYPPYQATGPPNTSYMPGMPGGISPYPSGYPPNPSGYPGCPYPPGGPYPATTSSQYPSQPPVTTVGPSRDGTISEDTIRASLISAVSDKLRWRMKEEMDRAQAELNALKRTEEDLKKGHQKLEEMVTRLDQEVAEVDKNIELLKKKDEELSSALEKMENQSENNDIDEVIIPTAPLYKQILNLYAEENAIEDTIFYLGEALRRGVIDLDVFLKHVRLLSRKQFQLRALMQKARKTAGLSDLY
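FP read-out: FITC-PTAP peptide, 50 nM final, binding Tsg101 binding domain, 10 uM final; 20 min, r.t.; 10 mM HEPES pH 7.5, 0.15 M NaCl, 0.01% Tween 20, 3 mM EDTA, 0.1 mM TCEP.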
TCR act = activators of T cell receptors; primary human leukocytes, anti-CD3, IL-2 HTRF, 48 h; Potency, µM (top dose mostly 9.22 µM), inactives show at the highest dose activation of IL-2 secretion, most hits filed as activators; 330,000 tested, under 10 active; AID 504894; note: % of control where 0% means no effect
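1) Mix primary human leukocytes, a-CD3 beads and compound. 2) Incubate 48 hr. 3) Add HTRF IL-2 reagents (a-IL-2-K, a-IL-2-d2).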
Integrin act MD = integrin-mediated muscular dystrophy alleviation activation. alpha7betagal myoblasts, beta-gal FDG fluorescence, 48 h. Potency, µM (highest dose often 38.3 µM), inactives show top-dose activation, most hits filed as activators. 350,000 compounds, 0.064% hits. AID 624291;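 note: potency is the fitted concentration of half-maximal effect; 100% = response of the positive control SU9516; nearly all actives have a fitted effect of over 60% in size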
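alpha7betagal+/- myoblasts (passage 13, 250/well) treated 48 h at 37C with compounds at 1:260 dilution of DMSO stock. Lysed, then beta-galactosidase activity read as FDG fluorescence (ex 480/em 540) after 30 min, with pre-read for autofluorescence.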
* hit, by the source's call; ? = inconclusive; [ ] = remark or other dose. Unless noted, calls come from the whole dose curve; as a rule, active = well fitted curve in the direction sought with a large enough effect; inconclusive = small, poorly fitted or top-dose-only effect, or another doubt; inactive = no such curve, though single readings can be large; an effect the other way counts as inactive or inconclusive.

1) CC1CN(c2nc3c(c(=O)n(C)c(=O)n3C)n2Cc2c(Cl)cccc2Cl)CC(C)O1 (centres undefined)
2) CCOCCCn1c(SCC(=O)Nc2oc(C)c3c(C)n[nH]c(=O)c23)nc2ccccc2c1=O
3) CC1CCC(NC(=O)c2cccn2C)CC1 (centres undefined)
4) O=C(/C=C/c1ccccc1)CCN1CCCCC1
5) CCCCN1CC[C@H]2C=CC[C@@H](C(=O)NCCc3ccccc3)[C@H]2C1=O
6) COc1cccc(C=NNC(=O)c2ccncc2)c1O
7) Cc1ccccc1Cn1c(=O)c2c(nc3n2CCCN3Cc2ccccc2)n(C)c1=O
8) COc1ccccc1Nc1ccc2c(O)cc(S(=O)(=O)O)cc2c1
9) C#CCN1C=CC(=O)[C@@H](OC(=O)Nc2ccc(C)cc2)[C@H]1c1ccccc1Br
10) Cc1ccccc1S(=O)(=O)N1C[C@H]2CON(C)[C@H]2C[C@H]1c1cccc(Br)c1
Screen / compound no.,1,2,3,4,5,6,7,8,9,10
TCR act,-5%,4%,-1%,9%,-10%,4%,1%,1%,-3%,-2%
ASM inhibitor,0%,-3%,-1%,-1%,2%,-1%,-17%,21%,-9%,3%
Integrin act MD,-9%,-2%,14%,-72%[inhibitor],21%,-14%,7%,?,22%,-3%
TSG101-PTAP inh,2%,-7%,-3%,-4%,2%,0%,-4%,-6%,-5%,-6%

11) CC1=C(n2ccnc2)CCC1=O
12) Clc1ccc(SCc2cc(Cl)nc(-c3ccccc3)n2)cc1
13) O=C1CC2(CCCCC2)CC(=O)N1CCc1ccccc1
14) CCOC(=O)c1nc2cc3n(c(C)c-2c1C)C(C)C(CC)=C3C (centres undefined)
15) O=C(Nc1ccc(Nc2ccccc2)cc1)c1ccc(Cl)cc1Cl
16) COc1ccc(OC)c(NC(=S)NCc2ccco2)c1
17) COCCN1C=C2C(=O)C(C)(OC(=O)CCC(=O)OC)C(=O)C(Br)=C2C=C1c1ccc(OC)cc1 (centres undefined)
18) COc1ccccc1NS(=O)(=O)c1cc(C(=O)N2CCN(C(=O)c3ccco3)CC2)ccc1F
19) C1=CC2=NC34CCCCC3CC3=C(CCCC3)N4C2=CC1=NC1CCCCC1 (centres undefined)
20) COc1ccc(CCNC(=O)c2ccc(NC(=O)CC3SC(N4CCCC4)=NC3=O)cc2)cc1OC (centres undefined)
Screen / compound no.,11,12,13,14,15,16,17,18,19,20
TCR act,-8%,2%,4%,2%,-3%,2%,8%,3%,-6%,3%
ASM inhibitor,2%,?,-3%,39%[activator],-2%,11%,17%,7%,-1%,0%
Integrin act MD,-19%,2%,?,-6%,-3%,-14%,0%,-14%,-78%[inhibitor],7%
TSG101-PTAP inh,-1%,-2%,-2%,5%,-2%,-6%,-18%,-3%,0%,-1%

21) CC(C)C[C@@H](CN1CCC[C@@H]1CN1C(=O)C(=O)NC[C@@H]1Cc1ccccc1)N1C[C@H](Cc2ccc(O)cc2)N(CC2CCCCC2)C(=O)C1=O
22) CC(=O)Nc1cc2c(cc1[N+](=O)[O-])-c1ccccc1C2O (centres undefined)
23) CC(C)C(NC(=O)C1(NC(=O)OCc2ccccc2)CCCC1)C(=O)O (centres undefined)
24) CC(C)(C)OC(=O)C(C1NC(C(=O)O)C(C)(C)S1)N1C(=O)c2ccccc2C1=O (centres undefined)
25) O=c1[nH]cnc2c1ncn2-c1ccc(Cl)cc1
26) Cc1[nH]c(=O)c(C#N)c(C)c1CSc1ncccn1
27) O=S(=O)(c1ccc(Br)cc1F)N1CCCCC1CCO (centres undefined)
28) COc1cc2c(c(OC)c1OC)-c1ccc(SC)c(=O)cc1C(NC=O)CC2 (centres undefined)
29) C=CCOC(=O)C1=C[C@@H](c2ccc(C(F)(F)F)cc2)C[C@@H](OCc2ccc(CO)cc2)O1
30) CN(CCc1ccccc1)C(=O)c1ccc(NC(=O)Cc2cccc(NC(=O)C3CCN(C(=O)C4CCCC4)CC3)c2)cc1
Screen / compound no.,21,22,23,24,25,26,27,28,29,30
TCR act,0%,4%,1%,-30%,1%,1%,-61%,3%,-4%,2%
ASM inhibitor,-6%,-1%,7%,2%,5%,0%,3%,-6%,-5%,-6%
Integrin act MD,1%,-9%,1%,7%,12%,15%,8%,-4%,34%,0%
TSG101-PTAP inh,-3%,-1%,-5%,-1%,-4%,-1%,-1%,-2%,-5%,-3%

Arranged by molecular weight (highest first): part of the list above.
21) CC(C)C[C@@H](CN1CCC[C@@H]1CN1C(=O)C(=O)NC[C@@H]1Cc1ccccc1)N1C[C@H](Cc2ccc(O)cc2)N(CC2CCCCC2)C(=O)C1=O
30) CN(CCc1ccccc1)C(=O)c1ccc(NC(=O)Cc2cccc(NC(=O)C3CCN(C(=O)C4CCCC4)CC3)c2)cc1
17) COCCN1C=C2C(=O)C(C)(OC(=O)CCC(=O)OC)C(=O)C(Br)=C2C=C1c1ccc(OC)cc1 (centres undefined)
20) COc1ccc(CCNC(=O)c2ccc(NC(=O)CC3SC(N4CCCC4)=NC3=O)cc2)cc1OC (centres undefined)
29) C=CCOC(=O)C1=C[C@@H](c2ccc(C(F)(F)F)cc2)C[C@@H](OCc2ccc(CO)cc2)O1
28) COc1cc2c(c(OC)c1OC)-c1ccc(SC)c(=O)cc1C(NC=O)CC2 (centres undefined)
19) C1=CC2=NC34CCCCC3CC3=C(CCCC3)N4C2=CC1=NC1CCCCC1 (centres undefined)
27) O=S(=O)(c1ccc(Br)cc1F)N1CCCCC1CCO (centres undefined)
23) CC(C)C(NC(=O)C1(NC(=O)OCc2ccccc2)CCCC1)C(=O)O (centres undefined)
15) O=C(Nc1ccc(Nc2ccccc2)cc1)c1ccc(Cl)cc1Cl
14) CCOC(=O)c1nc2cc3n(c(C)c-2c1C)C(C)C(CC)=C3C (centres undefined)
16) COc1ccc(OC)c(NC(=S)NCc2ccco2)c1
Screen / compound no.,21,30,17,20,29,28,19,27,23,15,14,16
TCR act,0%,2%,8%,3%,-4%,3%,-6%,-61%,1%,-3%,2%,2%
ASM inhibitor,-6%,-6%,17%,0%,-5%,-6%,-1%,3%,7%,-2%,39%[activator],11%
Integrin act MD,1%,0%,0%,7%,34%,-4%,-78%[inhibitor],8%,1%,-3%,-6%,-14%
TSG101-PTAP inh,-3%,-3%,-18%,-1%,-5%,-2%,0%,-1%,-5%,-2%,5%,-6%

13) O=C1CC2(CCCCC2)CC(=O)N1CCc1ccccc1
22) CC(=O)Nc1cc2c(cc1[N+](=O)[O-])-c1ccccc1C2O (centres undefined)
26) Cc1[nH]c(=O)c(C#N)c(C)c1CSc1ncccn1
Screen / compound no.,13,22,26
TCR act,4%,4%,1%
ASM inhibitor,-3%,-1%,0%
Integrin act MD,?,-9%,15%
TSG101-PTAP inh,-2%,-1%,-1%

Other records:
31) Cc1n[nH]c2ccccc2c1=O
32) C=CCCC(=O)N1C[C@H]2CON(C)[C@H]2C[C@H]1c1cccc(Br)c1
33) C#CCOCCOCCOCCNc1nc(N2CCN(C(=O)C([C@@H](C)CC)n3cc(C(N)COC(=O)C(F)(F)F)nn3)CC2)nc(N2CCN(C(=O)[C@H](CCCCN)n3cc(C(N)[C@H](C)CC)nn3)CC2)n1 (some centres undefined)
34) CC(=O)N1CCc2cc(S(=O)(=O)NCCC3=CCCCC3)ccc21
35) Clc1ccc(C2Nc3cccc4cccc(c34)N2)c(Cl)c1
36) COC1OC(O)C(NC(=O)C(F)(F)F)CC1O (centres undefined)
37) O=C1OC(Oc2ccc(Br)cc2)(c2ccccc2)c2ccccc21 (centres undefined)
38) COc1ccc(S(=O)(=O)N2CCOCC2)cc1NC(=O)c1ccc(S(=O)(=O)N(C)c2ccccc2OC)cc1
39) CN1OC[C@@H]2CN(Cc3ccccc3)[C@H](c3cccc(-c4ccc(C#N)cc4)c3)C[C@@H]21
40) CN1CCOCCOc2ccccc2OCCOCC1
41) CCC12CCC3c4ccc(O)cc4CCC3C1CC(O)C2O (centres undefined)
42) CC(=O)N1CCOc2ccc(S(=O)(=O)NC[C@H]3O[C@@H](n4ccc(=O)[nH]c4=O)[C@H](O)[C@@H]3O)cc21
Screen / compound no.,31,32,33,34,35,36,37,38,39,40,41,42
TCR act,0%,-2%,-4%,3%,-1%,-4%,10%,-8%,-4%,-4%,0%,1%
ASM inhibitor,-4%,7%,6%,-2%,-13%,4%,-3%,-1%,-9%,3%,-1%,12%
Integrin act MD,-5%,4%,39%,-33%,0%,14%,-1%,-29%,26%,-11%,5%,-3%
TSG101-PTAP inh,-6%,0%,-6%,0%,-2%,-9%,-1%,-2%,0%,3%,-5%,-3%

Compound activity (PubChem)

This is a subset. The share of hits here may be higher or lower than overall.
